Assay outcomes deposited in PubChem BioAssay by Broad Institute.
miR122 inh: inhibitors of miR-122 in Huh7 cells | 340,000 compounds, 0.3% hits | activation (reporter increase), % at 12.5 µM | Huh7 miR-122 Renilla luciferase sensor, 48 h; neutral wells = 0, positive control = 100;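 active = mean replicate activation score at least 90 and every replicate individually at or above 90; inconclusive = only one of the two criteria met; inactive = neither criterion met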;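 note: higher luciferase means less miR-122 activity so hits act as miR-122 inhibitors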
C2C12 statin: protects C2C12 myotubes from simvastatin toxicity; ATP luminescence, 48 h; scaled: DMSO 0, geranylgeraniol control 100; rescue of ATP level, % at 7.49 µM; 330,000 compounds, 0.78% hits;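 active = mean ATP rescue above about 67%, or every replicate alone reaching that limit, limit read from the data, passing the limit was not always enough; inconclusive = no clear call, values can overlap the other calls; inactive = mean under the limit and some replicate under it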;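 note: myotubes were challenged with 10 µM simvastatin during compound exposure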
ARNT TACC3 PPI: disruptors of human ARNT/TACC3 interaction; Q9Y6A5; AlphaScreen His-ARNT PAS-B/GST-TACC3 binding, luminescence; TACC3 fragment carries E629A point mutation; inhibition, % at 9.99 µM; 390,000 compounds, 0.66% hits; AID 623870;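 active = mean inhibition of replicates at least 50% and at least half of replicates each reaching 50%; inconclusive = half or more replicates reach 50% but mean below 50%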;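 note: 0% = complete ARNT plus TACC3 wells and 100% = ARNT alone without TACC3; many hits fall short of the cut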
esBAF inh: SWI/SNF esBAF complex inhibition | 350,000 compounds, 2% hits | reporter increase, % at 12.5 µM | mouse ES cells, Bmi1-luciferase knock-in reporter, 24 h; 100% = twice the neutral-well signal | AID 602393; in the data active = activation above about 40%; inconclusive = no clear call, values can overlap the other calls;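 note: 0% = median of the plate's neutral control wells and 100% = double that signal; a rise in the Bmi1 reporter signal indicates esBAF inhibition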
ERp5 block: ERp5 (human) disulfide isomerase inhibition; Q15084; ERp5 insulin aggregation, absorbance 650 nm, 90 min; inhibition, % at 9.99 µM; 350,000 compounds, 0.05% hits;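 active = mean replicate inhibition above about 25%, with every replicate also reaching it, limit read from the data, passing the limit was not always enough; inconclusive = only one of those two criteria met; inactive = neither criterion met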
Target sequence (Q15084 whole entry, looked up): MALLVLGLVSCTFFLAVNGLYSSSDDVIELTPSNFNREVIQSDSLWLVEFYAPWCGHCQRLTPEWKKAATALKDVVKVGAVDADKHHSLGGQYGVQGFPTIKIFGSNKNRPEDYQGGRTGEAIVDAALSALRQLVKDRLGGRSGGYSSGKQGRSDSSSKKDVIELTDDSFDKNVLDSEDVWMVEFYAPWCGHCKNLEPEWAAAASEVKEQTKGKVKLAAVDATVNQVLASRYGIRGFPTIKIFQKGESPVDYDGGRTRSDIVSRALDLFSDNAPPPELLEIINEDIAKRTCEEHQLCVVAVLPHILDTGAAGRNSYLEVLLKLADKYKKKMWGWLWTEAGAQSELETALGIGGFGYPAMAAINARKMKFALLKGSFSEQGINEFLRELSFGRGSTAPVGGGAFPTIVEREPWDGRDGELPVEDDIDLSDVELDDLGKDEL
Cneo AK release: causes C. neoformans cell lysis; 360,000 compounds, 0.2% hits; lysis activity, % at 15 µM; AID 651654; adenylate kinase release luminescence, 4 h; normalised: neutral wells 0, clomiphene wells 100;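 active = mean lysis activity across replicates of at least 80%, whatever share of replicates individually reach that level; inactive = mean lysis activity below 80%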
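Material – Cryptococcus neoformans yeast cells · Quantity – 5 × 10^6 yeast cells/mL · Buffer or medium – YPD medium · Compound – single dose · Timing – 4 h static compound exposure, 37 °C, read 1 h post-reagent · Signal – adenylate kinase release luminescence · Read-out basis – lysis from increased AK signal · Benchmarks – Clomiphene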
SIRT5 block: sirtuin-5 (human) deacylase inhibition | Q9NXA8 | Purified SirT5, succinyl-peptide AMC, trypsin-coupled fluorescence | inhibition, % at 15 µM | 330,000 compounds, 1.1% hits | AID 652115; in the data active = inhibition above about 15%; inconclusive = no clear call, values can overlap the other calls
Target sequence (Q9NXA8 whole entry, looked up): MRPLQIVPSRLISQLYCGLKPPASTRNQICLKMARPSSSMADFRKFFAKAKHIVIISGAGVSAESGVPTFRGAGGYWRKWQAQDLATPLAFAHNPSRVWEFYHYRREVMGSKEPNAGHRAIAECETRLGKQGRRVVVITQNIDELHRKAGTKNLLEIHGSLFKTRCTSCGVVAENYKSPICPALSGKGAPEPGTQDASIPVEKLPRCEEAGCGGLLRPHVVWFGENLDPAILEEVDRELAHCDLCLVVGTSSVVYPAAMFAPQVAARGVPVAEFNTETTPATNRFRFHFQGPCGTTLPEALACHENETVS
* marks the source's active call; other numbers are inactive results; ? = inconclusive; . = no result given; [ ] = dose if it differs, or a comment.

1	O=C(N/N=C/c1cc2ccccc2[nH]1)c1ccccc1Cl
2	COc1ccccc1NC(=O)N(C)C[C@@H]1OCc2ccccc2-c2ccccc2C(=O)N([C@H](C)CO)C[C@@H]1C
3	CCCCNC(=O)[C@H]1C[C@H]1[C@@H](O)[C@H](CO)NC(=O)[C@H](CC(C)C)NC(=O)OC(C)(C)C
4	COc1ccc(Cl)cc1NC(=S)Nc1cccc(C)c1
5	COc1ccc(S(=O)(=O)N2CCOCC2)cc1NC(=O)c1cc2ccccc2o1
6	Cc1ccc(Cl)cc1N1CCN(S(=O)(=O)N2CCCCC2)CC1

Screen / compound no.,1,2,3,4,5,6
miR122 inh,4,.,-2,-2,9,.
C2C12 statin,-17,1,.,-8,-6,.
ARNT TACC3 PPI,1,-3,0,23,9,0
esBAF inh,22,-5,.,3,-2,.
ERp5 block,1,0,.,-6,-6,5
Cneo AK release,-1,-2,-1,0,0,.
SIRT5 block,1,-2,.,4,4,-6

7	Cc1nn(Cc2ccc(Cl)cc2Cl)c(C)c1NC(=O)C1C2CCC(O2)C1C(=O)O (stereo not drawn)
8	Cc1cc(C)n2nc(C(=O)OCC(=O)N3C(C)CCCC3C)nc2n1 (stereo not drawn)
9	C=CCNc1nc(Cl)nc(Nc2ccc(OC)cc2)n1
10	CC(CC(=O)N1CCc2ccccc21)c1ccccc1 (stereo not drawn)
11	O=C(NC1CCCCC1)c1ccc(CS(=O)(=O)c2ccc(Cl)cc2)o1
12	C[C@H](CO)N1C[C@H](C)[C@H](CN(C)Cc2ccc(C(F)(F)F)cc2)OCc2cn(nn2)CCCC1=O

Screen / compound no.,7,8,9,10,11,12
miR122 inh,-9,-4,-2,0,2,-3[16.7 µM]
C2C12 statin,25,-3,.,8,-54,2
ARNT TACC3 PPI,1,3,-2,-3,-4,.
esBAF inh,14,0,16,26,-1,-4
ERp5 block,.,8,.,.,0,.
Cneo AK release,-1,1,1,-2,0,.
SIRT5 block,.,1,.,.,0,.

Exported tab-delimited: two of the compounds above.
item	mol	miR122 inh	C2C12 statin	ARNT TACC3 PPI	esBAF inh	ERp5 block	Cneo AK release	SIRT5 block
7	Cc1nn(Cc2ccc(Cl)cc2Cl)c(C)c1NC(=O)C1C2CCC(O2)C1C(=O)O (stereo not drawn)	-9	25	1	14	.	-1	.
8	Cc1cc(C)n2nc(C(=O)OCC(=O)N3C(C)CCCC3C)nc2n1 (stereo not drawn)	-4	-3	3	0	8	1	1

Single values from the entries so far:
Reading for #11 in miR122 inh: 2
Reading for #12 in miR122 inh: -3[16.7 µM]

Next part
13	O=C(CSC1=Nc2ccccc2C2=NC(Cc3c[nH]c4ccccc34)C(=O)N12)NC1CCCCC1 (stereo not drawn)
14	Cc1[nH]c2ccccc2c1N=Nc1ccccc1F
15	CC(=O)n1cc(/C=N/NC(=O)c2ccccc2Cl)c2ccccc21
16	C[C@H]1CN([C@@H](C)CO)C(=O)Cc2cc(NC(=O)Nc3ccccc3)ccc2O[C@H]1CN(C)S(C)(=O)=O
17	O=C(NC[C@@H]1[C@H](c2ccccc2)[C@@H](CO)N1C(=O)C1CC1)NC1CCCC1
18	Cn1c(SCC(=O)c2cccs2)nnc1-c1ccco1

Screen / compound no.,13,14,15,16,17,18
miR122 inh,18,.,0,-3[16.7 µM],?,.
C2C12 statin,-16,.,-23,3,-11,.
ARNT TACC3 PPI,.,30,2,-1,10,8
esBAF inh,3,.,16,0,-21,.
ERp5 block,.,1,.,1,2,2
Cneo AK release,0,.,1,-2,3,.
SIRT5 block,.,-3,.,4,3,-3

19	CC(C)C(NC(=O)c1ccc(Cl)cc1Cl)C(=O)N1CCN(S(=O)(=O)c2ccccc2)CC1 (stereo not drawn)
20	Nc1nc(-c2ccc3c(c2)NC(=O)CO3)cs1
21	COc1ccc(C(=O)NCC2CCCO2)cc1OC (stereo not drawn)
22	Cc1nc2cc(NCc3ccc(Cl)cc3)ccc2n1C
23	CCC1(CC)NC(=O)N(CC(=O)OCC(=O)c2cc(C)c(C)cc2C)C1=O
24	Cc1ccccc1S(=O)(=O)N1CCCCN2[C@@H](CO)[C@@H](c3ccc(-c4ccccc4)cc3)[C@@H]2C1

Screen / compound no.,19,20,21,22,23,24
miR122 inh,-7,-1,-3,7,-1,-18[16.7 µM]
C2C12 statin,.,.,8,1,9,.
ARNT TACC3 PPI,1,0,-19,15,-6,7
esBAF inh,.,0,-5,-4,-1,.
ERp5 block,-6,.,0,0,-1,-3
Cneo AK release,.,2,.,-5,-3,-2
SIRT5 block,.,.,-3,1,-3,-1

25	COC(=O)c1nc2n(n1)C(c1cccc(Cl)c1)C1=C(CCCC1=O)N2 (stereo not drawn)
26	COc1ccc(C(=O)NC(=S)N2CCOCC2)cc1OC
27	CCCCCCSc1cccc(-c2nc3cc(C)ccn3c2NCc2ccccc2)c1
28	CCOC(=O)C(C)n1cnc2c(nnn2Cc2ccc(Cl)cc2)c1=O (stereo not drawn)
29	CCC(=O)Nc1ccc2c(c1)OC[C@H](C)N(Cc1nccs1)C[C@@H](C)[C@H](OC)CN(C)C2=O
30	Cc1cc2c(cc1S(=O)(=O)N1CCN(c3cccc(C)c3C)CC1)OCCN2C

Screen / compound no.,25,26,27,28,29,30
miR122 inh,-3,13,6,0,.,2
C2C12 statin,-10,13,-16,9,-9,21
ARNT TACC3 PPI,-4,-6,21,5,5,10
esBAF inh,-3,-4,9,-10,6,0
ERp5 block,4,2,2,.,4,5
Cneo AK release,4,1,9,-11,42,-2
SIRT5 block,0,2,.,.,0,1

31	COc1cccc(C(=O)Nc2ccc(NC(=O)C(C)C)nc2)c1
32	O=C(CN(Cc1ccc2c(c1)OCO2)C(=O)c1cnsn1)NC1CCCC1
33	COc1ccccc1CNC(=O)COC(=O)Cc1c(Cl)cccc1Cl
34	Cc1nc(S/C(=C/c2ccc(-c3ccc(Cl)cc3)o2)C(=O)O)n[nH]1
35	C[C@H](CO)N1C[C@H](C)[C@H](CN(C)S(=O)(=O)c2ccc(F)cc2)Oc2ccc(NC(=O)CCCN(C)C)cc2C1=O
36	COc1ccc(-c2cc(C)no2)cc1S(=O)(=O)Nc1ccc(NC(C)=O)cc1

Screen / compound no.,31,32,33,34,35,36
miR122 inh,-8,-4,-17,.,-10[16.7 µM],33
C2C12 statin,-30,13,6,0,-13,-21
ARNT TACC3 PPI,0,0,.,.,-5,-1
esBAF inh,6,-3,-1,6,-1,5
ERp5 block,.,.,1,.,-4,-2
Cneo AK release,-1,-1,-1,1,-2,1
SIRT5 block,.,.,-3,.,-4,-3

37	CCOC(=O)CC1C(=O)NCCN1Cc1ccc(OC)c(OC)c1 (stereo not drawn)
38	CC(CCc1ccccc1)NC(=O)CN(C)Cc1ccc(F)cc1 (stereo not drawn)
39	O=C(NCCCN1CCOCC1)c1ccc(NS(=O)(=O)c2ccccc2)cc1
40	CC(=O)N1CCN(CC(c2ccccc2)c2ccccc2)CC1
41	CC1CCCC(C)N1C(=O)COC(=O)c1ccc2c(c1)OCO2 (stereo not drawn)
42	O=C(CSC1=NC(=O)C(Cc2ccccc2)C(=O)N1)Nc1ncc(Br)cc1Br (stereo not drawn)

Screen / compound no.,37,38,39,40,41,42
miR122 inh,.,-6,.,-1,.,3
C2C12 statin,.,-2,-2,2,3,.
ARNT TACC3 PPI,-5,0,-10,3,-21,5
esBAF inh,.,-37,-10,0,10,.
ERp5 block,-7,-1,2,0,.,-2
Cneo AK release,.,1,0,-2,-3,.
SIRT5 block,2,1,-5,1,.,3

Some of these compounds in order of the ARNT TACC3 PPI value, falling.
entry	canonical_smiles	ARNT TACC3 PPI
14	Cc1[nH]c2ccccc2c1N=Nc1ccccc1F	30
42	O=C(CSC1=NC(=O)C(Cc2ccccc2)C(=O)N1)Nc1ncc(Br)cc1Br (stereo not drawn)	5
11	O=C(NC1CCCCC1)c1ccc(CS(=O)(=O)c2ccc(Cl)cc2)o1	-4
26	COc1ccc(C(=O)NC(=S)N2CCOCC2)cc1OC	-6

Next section:
43	CC/C(=N\NC(=O)c1ccc(CN(C)S(=O)(=O)c2ccc(C)cc2)cc1)c1ccc(OC(F)F)cc1
44	CC(C)(C)c1ccccc1NC(=O)NC1CCN(Cc2c(F)cccc2Cl)CC1
45	C[C@@H]1CN([C@@H](C)CO)C(=O)c2cc(NC(=O)Nc3ccccc3)ccc2O[C@@H]1CN(C)Cc1ccc(Oc2ccccc2)cc1
46	O=C(NCC(c1cccs1)N1CCOCC1)c1cc(-c2ccc(F)cc2)nc2ccccc12 (stereo not drawn)
47	O=c1[nH]ncc(N2CCCCC2)c1Cl
48	O=C(NCc1ccccc1)c1c(O)c2ccccc2[nH]c1=O

Screen / compound no.,43,44,45,46,47,48
miR122 inh,6,-4,32[16.7 µM],.,-6,-3
C2C12 statin,.,15,-51,.,2,2
ARNT TACC3 PPI,-1,-1,-6,6,-17,-4
esBAF inh,.,3,0,.,16,-2
ERp5 block,-4,-1,2,-1,.,0
Cneo AK release,-2,1,5,.,.,-1
SIRT5 block,.,-3,17*,-2,.,-1

49	COc1cccc(OC)c1NC(=O)CN(C)S(=O)(=O)c1ccc2c(c1)OCCO2
50	Cc1ccc(SC(C)C(=O)NCC(C)C)cc1 (stereo not drawn)
51	O=C(NCCc1cccs1)C1CC(c2ccccc2[N+](=O)[O-])=NO1 (stereo not drawn)
52	O=S(=O)(c1cc(F)ccc1F)N1CCN2CCCC2C1 (stereo not drawn)
53	Cc1ccc(S(=O)(=O)N(C)c2c(C)ccc(S(=O)(=O)Nc3ccncc3)c2C)cc1
54	C[C@H]1CN([C@@H](C)CO)C(=O)c2cc(NC(=O)Nc3ccc4c(c3)OCO4)ccc2O[C@H]1CN(C)S(=O)(=O)c1cccs1

Screen / compound no.,49,50,51,52,53,54
miR122 inh,-2,-2,0,0,.,4[16.7 µM]
C2C12 statin,9,-11,0,-9,.,.
ARNT TACC3 PPI,6,-5,.,-1,-2,4
esBAF inh,-12,1,66*,-9,.,-1
ERp5 block,-3,-7,4,0,-2,-3
Cneo AK release,1,2,0,3,.,3
SIRT5 block,-1,3,-1,-2,0,5

55	CCOC(=O)Cc1cc(=O)[nH]c(Nc2nc3ccccc3o2)n1
56	O=C1C2CCCN2C(=O)N1CCCCN1CCN(c2ccccc2)CC1 (stereo not drawn)
57	O=C(CSc1nnc(COc2ccc(Br)cc2)o1)N1CCOCC1
58	CC(C)NC(=O)Nc1ccc2c(c1)C(=O)N([C@@H](C)CO)C[C@H](C)[C@@H](CN(C)S(C)(=O)=O)O2
59	Cn1c(Cc2csc(N)n2)nnc1SC/C=C/c1ccccc1
60	CCC(=O)N(C)C[C@@H]1Oc2ncc(C#C[C@@H](C)O)cc2C(=O)N([C@@H](C)CO)C[C@@H]1C

Screen / compound no.,55,56,57,58,59,60
miR122 inh,-7,-2,0,-3[16.7 µM],3,-1[16.7 µM]
C2C12 statin,0,.,-4,-15,29,31
ARNT TACC3 PPI,4,-2,2,4,21,-11
esBAF inh,29,.,1,-3,1,3
ERp5 block,.,.,-4,2,.,0
Cneo AK release,-4,7,-1,0,0,0
SIRT5 block,.,.,-4,-3,.,-1

This is a random part of the collection. Share with any hit: about 4%.
